SENP8 block-1: human SENP8 protease inhibitors, primary screen, biochemical, fluorescence, Nedd8 protein substrate, uHTS | Sentrin-specific protease 8 (Homo sapiens), Q96LD8 | recombinant SENP8 | inhibition, % at 20 µM | hit rate 0.64% among 360,000 | AID 602440, 2012; in the data active means inhibition mostly above about 40%, no sharp cut-off; inactive means mostly below about 27%
Target sequence (Q96LD8 whole entry, looked up): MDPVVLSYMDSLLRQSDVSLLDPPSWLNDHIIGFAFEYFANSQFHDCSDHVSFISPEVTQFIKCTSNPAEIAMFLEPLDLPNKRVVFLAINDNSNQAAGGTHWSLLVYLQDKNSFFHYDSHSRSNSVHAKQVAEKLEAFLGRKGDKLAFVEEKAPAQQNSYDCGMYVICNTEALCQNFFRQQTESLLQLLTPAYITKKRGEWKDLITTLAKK
SENP6 inh: SENP6 protease inhibitors, primary screen, biochemical, luminescence, uHTS; inhibition, % at 10 µM; AID 2599, 2010; hit rate 1.8% among 330,000; Sentrin-specific protease 6 (Homo sapiens), Q9GZR1; Recombinant SENP6 catalytic domain, aminoluciferin luminescence;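 active means inhibition above about 50% at the single tested dose, limit read from the data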;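 further: plate controls were DMSO wells with enzyme for no effect and DMSO wells lacking enzyme for full effect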
PfG6PD inh: PfG6PD enzyme inhibitors, primary screen, biochemical, fluorescence intensity, uHTS; hit rate 0.78% among 350,000; inhibition, % at 20 µM; PfGluPho enzyme, NADPH resazurin-diaphorase fluorescence;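 active means inhibition reaching at least a set limit at 20 µM in the primary screen, cut at about 59% in these data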;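 further: 0% = DMSO wells with substrate and 100% = DMSO wells lacking glucose-6-phosphate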
Apaf-1 inh: inhibitors of human Apaf-1 apoptosome, primary screen, biochemical, DEVD-Rh110 fluorescence, uHTS; Apoptotic protease-activating factor 1 (Homo sapiens), O14727; reconstituted apoptosome caspase-3 activity; inhibition, % at 20 µM; hit rate 0.71% among 330,000; active means inhibition of at least 40% at 20 µM;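 further: plate controls were DMSO wells for no effect and DEVD-CHO caspase inhibitor wells for full effect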
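System: Apoptosome proteins | Medium: Hepes pH 7.5 with detergent and BSA | Also added: Cytochrome c trigger plus (Z-DEVD)2-Rh110 caspase-3 substrate | Incubation: 30 min compound preincubation, 50 min activation, room temperature | Detection: Rhodamine 110 fluorescence at Ex 480/Em 540 nm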
SENP7 block: SENP7 protease inhibitors, primary screen, biochemical, luminescence, uHTS; Sentrin-specific protease 7 (Homo sapiens), Q9BQF6; recombinant SENP7, Z-RLRGG-aminoluciferin luminescence, 40 min; inhibition, % at 5 µM; hit rate 1.5% among 330,000;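 active means inhibition above about 50% at the single test dose, limit read from the data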;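 further: plate controls were DMSO with enzyme for no effect and no enzyme buffer wells for full effect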
SENP1 FRET inh: human SENP1 catalytic domain inhibitors, primary screen, biochemical, FRET, uHTS; recombinant SENP1 catalytic domain, CyPet-SUMO1-YPet FRET cleavage; hit rate 0.21% among 360,000; inhibition, % at 10 µM; AID 624204, 2012; Sentrin-specific protease 1 (Homo sapiens), Q9P0U3;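 active means inhibition at least 30% at 10 µM, raw YFP signal under a set limit, fluorescence ratio 0.5 to 1.5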;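 further: 0% = enzyme with DMSO and 100% = no enzyme wells; some results filed as inactive read as strong as hits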
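Test system: hSENP1 catalytic domain, recombinant; Amount: 20 pM final SENP1 enzyme; Medium: Tris pH 8 buffer plus EDTA, NaCl, BME, BSA, NP40, catalase; Schedule: 50 min enzyme reaction, room temperature, light-protected; Technique: FRET fluorescence in CFP and YFP emission channels; Controls: no-enzyme wells low, DMSO-plus-enzyme wells high control.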
HKDC1 inhibitor: HKDC1 hexokinase inhibitors, primary screen, biochemical, fluorescence, uHTS; recombinant HKDC1, G6PDH/diaphorase resazurin coupled fluorescence; Q2TB90; inhibition, % at 20 µM; AID 493160, 2011; hit rate 0.16% among 340,000;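 active means inhibition above about 35% when tested at 20 µM, limit read from the data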;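 further: plate controls were DMSO wells with enzyme for no effect and DMSO wells lacking enzyme for full effect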
Target sequence (Q2TB90 whole entry, looked up): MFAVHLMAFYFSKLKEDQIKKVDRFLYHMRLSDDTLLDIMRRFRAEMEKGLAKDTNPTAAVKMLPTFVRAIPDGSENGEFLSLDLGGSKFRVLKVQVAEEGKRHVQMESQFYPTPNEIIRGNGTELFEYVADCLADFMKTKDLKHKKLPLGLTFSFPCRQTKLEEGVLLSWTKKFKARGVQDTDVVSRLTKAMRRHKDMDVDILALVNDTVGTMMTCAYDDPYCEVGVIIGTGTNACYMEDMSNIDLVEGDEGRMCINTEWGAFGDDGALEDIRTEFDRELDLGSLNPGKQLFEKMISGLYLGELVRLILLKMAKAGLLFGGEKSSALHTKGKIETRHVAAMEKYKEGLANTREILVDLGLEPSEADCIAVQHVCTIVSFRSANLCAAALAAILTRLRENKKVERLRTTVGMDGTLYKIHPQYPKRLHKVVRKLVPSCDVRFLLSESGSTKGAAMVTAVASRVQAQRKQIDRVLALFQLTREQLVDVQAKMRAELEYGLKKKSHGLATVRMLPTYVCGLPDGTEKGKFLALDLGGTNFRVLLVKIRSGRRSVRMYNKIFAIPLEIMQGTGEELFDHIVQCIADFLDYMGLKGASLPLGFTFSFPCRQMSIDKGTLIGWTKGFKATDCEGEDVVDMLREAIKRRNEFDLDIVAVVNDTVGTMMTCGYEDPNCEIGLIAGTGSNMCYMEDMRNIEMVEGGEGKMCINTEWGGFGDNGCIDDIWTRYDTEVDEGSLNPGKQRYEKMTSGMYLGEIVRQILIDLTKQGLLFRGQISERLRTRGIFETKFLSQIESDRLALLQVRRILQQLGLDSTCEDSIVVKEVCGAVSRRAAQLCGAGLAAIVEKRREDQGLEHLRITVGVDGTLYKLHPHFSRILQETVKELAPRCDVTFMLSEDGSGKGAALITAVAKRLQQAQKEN
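Assay system: recombinant HKDC1 hexokinase; detection: coupled resazurin fluorescence, excitation 525 nm, emission 613 nm; benchmarks: DMSO-plus-enzyme-mix negative control, buffer-substituted positive control; compound dosing: single 20 µM dose; schedule: 90 min at room temperature in dark; also added: glucose plus 1 mM ATP as hexokinase substrates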
SENP8 block-2: SENP8 protease inhibitors, primary screen, biochemical, luminescence; AID 2540, 2010; inhibition, % at 10 µM; Sentrin-specific protease 8 (Homo sapiens), Q96LD8; purified SENP8, Z-RLRGG-aminoluciferin cleavage; hit rate 1.2% among 330,000; in the data active means inhibition above about 50%
* marks the source's active call; other numbers are inactive results; i = inactive; . = no result given.

Preview:
SMILES	SENP8 block-1	SENP6 inh	PfG6PD inh	Apaf-1 inh	SENP7 block	SENP1 FRET inh	HKDC1 inhibitor	SENP8 block-2
COc1ccc(-c2cc3cccc(OC)c3oc2=O)cc1	-293	81*	46	15	87*	7	-2	80*
O=C(c1cccc(F)c1)N1CCN(C2CCCCC2)CC1	21	-8	-15	-13	13	1	-6	0

The whole of this part, repeating the preview:
SMILES	SENP8 block-1	SENP6 inh	PfG6PD inh	Apaf-1 inh	SENP7 block	SENP1 FRET inh	HKDC1 inhibitor	SENP8 block-2
COc1ccc(-c2cc3cccc(OC)c3oc2=O)cc1	-293	81*	46	15	87*	7	-2	80*
O=C(c1cccc(F)c1)N1CCN(C2CCCCC2)CC1	21	-8	-15	-13	13	1	-6	0
CCC(=O)Nc1ccc(N2CCN(S(C)(=O)=O)CC2)cc1	14	1	-8	-8	1	2	-4	-4
COc1ccc(/C=C/C(=O)NCc2ccc3c(c2)OCO3)cc1OC	-113	5	-8	-6	3	-2	-6	3
Cc1cc(NC(=O)CN2C(=O)CCSc3ccccc32)no1	-14	-11	8	-14	-2	-1	-5	0
CC(C)(C)C(=O)NNC(=O)CCCOc1ccc(Cl)cc1Cl	13	-24	23	-8	-8	0	-10	-10
CN(C)CCCN(C(=O)c1ccc(S(=O)(=O)N2CCCCCC2)cc1)c1nc2cc3c(cc2s1)OCCO3	22	4	14	36	5	1	6	7
C/C(CCc1ccc2c(c1)OCO2)=N\N=C1\NC(=O)CC(C(=O)Nc2ccc(C(=O)O)cc2)S1 (stereo not drawn)	8	.	-23	.	.	-1	1	.
CC(C)N(Cc1nc(-c2ccc(Cl)cc2)no1)Cc1nccn1C	6	-7	13	-1	-1	-3	-8	-2
Cn1c(=O)c2c(nc(SCc3nc(N)nc(N4CCCCC4)n3)n2C)n(C)c1=O	12	7	-7	-2	7	1	-7	-10
Cc1cccc(C(=O)OCC(=O)c2c(N)n(CC(C)C)c(=O)n(C)c2=O)c1O	-45	10	-4	3	-3	1	-1	5
CCOc1ccccc1NC(=O)c1ccc(S(=O)(=O)N(C)C)cc1	9	-16	-15	9	5	1	3	3
COc1cccc(-c2nc(NC(C)(C)C)c3ccccc3n2)c1O	35	-11	3	27	-8	2	2	-11
CC1CN(c2ccccc2)C(=O)CS1 (stereo not drawn)	16	7	4	12	3	-9	-1	2
CCCCn1c(=O)[nH]c(=O)c2c1nc(-c1ccc(-c3ccc(F)cc3)o1)n2C	.	-6	-13	2	-4	.	2	-3
COc1ccc(CNCCS(=O)(=O)NC2CCCC2)cc1	6	.	-3	8	10	1	8	.
C=CCNC(=O)C1CC1(c1ccc(C)cc1)c1ccc(C)cc1 (stereo not drawn)	14	-15	-3	9	-10	1	0	1
CCN(CC(=O)NC1CCS(=O)(=O)C1)S(=O)(=O)c1ccccc1Cl (stereo not drawn)	2	-14	-2	5	8	0	-6	-2
O=C(NC1CCCC1)C1CCN(C(=O)c2ccccc2Cl)CC1	11	-17	11	4	-6	0	-6	3
O=C(O)CCCCCn1c(SCC(=O)Nc2ccc(F)cc2)nc2ccsc2c1=O	11	4	-36	12	-3	-1	8	-13

Looked up one by one from above, 2 records:
SMILES	SENP8 block-1	SENP6 inh	PfG6PD inh	Apaf-1 inh	SENP7 block	SENP1 FRET inh	HKDC1 inhibitor	SENP8 block-2
COc1ccc(-c2cc3cccc(OC)c3oc2=O)cc1	-293	81*	46	15	87*	7	-2	80*
Cn1c(=O)c2c(nc(SCc3nc(N)nc(N4CCCCC4)n3)n2C)n(C)c1=O	12	7	-7	-2	7	1	-7	-10

The list continues.
SMILES	SENP8 block-1	SENP6 inh	PfG6PD inh	Apaf-1 inh	SENP7 block	SENP1 FRET inh	HKDC1 inhibitor	SENP8 block-2
COc1ccccc1CNC(=O)C1CCN(S(=O)(=O)c2ccc3nc4c(c(C(=O)O)c3c2)CCCC4)CC1	10	-4	-15	-2	11	-8	-2	-15
O=c1c2cc(Br)ccc2[nH]c(=S)n1Cc1ccccn1	20	0	-2	11	-11	-1	2	-8
COC(=O)[C@H]1C[C@H](O)CN1S(=O)(=O)c1ccc(Br)cc1F	13	.	-11	7	9	3	17	.
O=C(c1ccccc1C(=O)N1CCN(c2ccccc2)CC1)N1CCN(c2ccccc2)CC1	49*	10	11	16	4	11	1	4
COCOc1ccc(/C=C/C(=O)c2c(OCOC)cc(OCOC)c(CC=C(C)C)c2O)cc1OCOC	1	-15	28	9	17	-2	1	-10
CCC(C)N(C)C1CCN(C(=S)Nc2cccc(OC)c2)CC1 (stereo not drawn)	4	3	-8	-16	1	3	-1	0
O=C(C[n+]1cccc(NC(=O)c2ccccc2)c1)c1ccc(NC(=O)c2ccccc2)cc1	20	-5	7	10	8	-9	4	1
CCC[n+]1c2ccccc2cc2ccccc21	-319	-12	31	25	-3	-22	37*	-5
Cc1ccc(C(=O)Nc2cccnc2)cc1S(=O)(=O)N1CCCC1	8	-2	3	5	-2	0	-3	-1
O=c1[nH]c2ccc(Cl)cc2c(-c2ccccc2)c1SC(=S)N1CCCCC1	-9	-8	54	20	-8	0	-19	8
FC(F)(F)c1ccnc(Oc2ccc(C3=NCCS3)cc2)c1	1	75*	5	-3	67*	1	-3	68*
CCOC(=O)Nc1cc(=O)c2ccccc2o1	-31	-4	-13	-22	0	-1	-7	-3
COc1ccc(NC(=O)c2nc3nccc(C)n3n2)cc1S(=O)(=O)N1CCOCC1	1	3	18	-2	0	2	5	-1
O=C(Nc1ncccc1O)C1CCN(S(=O)(=O)c2ccc3ccccc3c2)CC1	-4	-6	-3	-2	4	-3	12	0
CCOC(=O)C1=C(C)NC(=O)NC1c1ccc(N(C)C)cc1 (stereo not drawn)	-6	-1	21	1	-6	-13	-2	2
COc1ccc(C(=O)CCc2ccc(OC)c(OC)c2)cc1	10	0	2	-3	0	2	-6	-5
Cc1ccc(NC(=O)C2C3CCCC2C3c2ccccc2)c(C)c1 (stereo not drawn)	8	-6	-4	4	7	-1	1	2
COC(=O)Cn1ncn2cccc2c1=O	14	-23	4	-4	-4	-2	-3	2
Cc1ccc(S(=O)(=O)Oc2ccc(C(c3c(C)[nH][nH]c3=O)c3c(C)[nH][nH]c3=O)cc2)cc1	39	-4	2	8	3	-1	-2	2
COCCNc1cc(-c2ccccc2)nc2cc(-c3cccc(F)c3)nn12	-422	-2	20	4	-8	-3	0	3
CC(C)N(Cc1c(O)ccc2c(=O)c(-c3ccc(Cl)cc3)coc12)C(C)C	-187	-2	-8	4	0	0	5	-4
CCc1cc2c(=O)n(-c3ccccc3)c(SCC(N)=O)nc2s1	3	-6	-5	-3	-3	1	-6	-7
CCOc1ccc(NC(=O)c2ccc3c(SCC(=O)O)c4c(nc3c2)CCCC4)cc1	4	24	9	18	11	-1	-3	7
CC(C)OP(=O)(c1ccc(N(C)C)cc1)C(Nc1ccccc1)c1ccccc1 (stereo not drawn)	7	1	1	9	1	1	-3	-4
CCn1c(C(=O)NCCCN2CCc3ccccc3C2)cc2sccc21	6	-3	-9	-12	4	-22	3	2
CC(C)(CCc1ccccn1)C(=O)C(CCc1ccccn1)CCc1ccccn1	-5	.	18	.	.	-4	-10	.
c1ccc(Cn2nnc(CNc3ccccc3)c2-c2c(CNc3ccccc3)nnn2Cc2ccccc2)cc1	5	-4	4	14	-1	0	7	-5
O=C(Cn1cnc2c(nnn2Cc2ccccc2F)c1=O)NCC1CCCO1 (stereo not drawn)	12	-13	2	-19	-5	2	2	-5
CC(=O)Nc1ccc(C(=O)OCC(=O)Nc2ccc([N+](=O)[O-])cc2C(F)(F)F)cc1	22	-17	6	-5	-2	-1	-11	-3
COc1ccccc1NC(=O)C1(C)Cc2ccccc2C(=O)O1 (stereo not drawn)	9	-23	-12	10	-1	3	-5	-9
CCN(CC(=O)Nc1ccc(NC(C)=O)cc1)C(=O)/C=C/c1cn(-c2ccccc2)nc1-c1cccs1	i	-6	16	24	0	-7	-2	1
Cc1ccc(C(=O)CN2C(=O)NC3(CCc4ccccc43)C2=O)c(C)c1 (stereo not drawn)	-1	-4	-2	12	-8	2	0	-10
Nc1nonc1NN=C1CCCCC1	13	-2	1	-18	4	2	-2	-1
Cn1cccc1C(=O)NNC(=O)COc1ccc(Br)cc1	18	2	-7	-8	1	3	-6	0
OCCC1CN(Cc2cccn2-c2ncccn2)CCN1CCc1ccccc1 (stereo not drawn)	9	-6	2	-3	5	-4	-5	5
O=C(Nc1nc2cc3c(cc2s1)OCO3)C1CCCCC1	-6	25	28	7	3	1	1	-3
COc1ccccc1N(CC1CO1)S(=O)(=O)c1ccc(C)cc1 (stereo not drawn)	3	-20	-8	-12	11	1	-2	7
Cc1ccc(S(=O)(=O)Oc2ccccc2/C=N/NC(N)=S)cc1	15	-2	7	-8	70*	0	-2	-4
COc1ccc(CCN2C(=O)CSC2=Nc2ccc(C(C)C)cc2)cc1OC	8	-4	47	16	12	1	4	-14
Cc1nn(CC(=O)Nc2ccc3c(c2)OCCO3)c(C)c1[N+](=O)[O-]	7	-15	-5	8	-5	1	-4	-13
CCN1C(=O)CC(c2ccco2)Sc2ccccc21 (stereo not drawn)	1	6	2	-2	-2	-11	-5	7
CCS(=O)(=O)N1CCN(C2CCC(c3ccccc3)CC2)CC1 (stereo not drawn)	24	-8	.	4	3	2	.	-86
COC(=O)c1ccc(COC(=O)c2ccc(CS(=O)(=O)c3ccc(C)cc3)cc2)cc1	20	-29	-2	-1	-6	2	-3	-3
CCOC(=O)Cn1ccc(-c2ccccc2)c(C#N)c1=O	-177	-2	-3	-7	-1	-2	4	-1
CC(C)C[C@@H](CO)N1CCN(Cc2ccc([N+](=O)[O-])cc2)CCC1=O	-3	-10	3	-3	11	4	-7	-3
COc1ccc(C2(c3ccc(OC)cc3)NC(=O)N(CC(=O)NC(C)C)C2=O)cc1	2	-4	-1	-3	-3	2	-8	7
C/C(=N\NC(=S)NC1CCCCC1)c1ccc(Cl)c(Cl)c1	38	-13	-1	0	10	3	-1	-2
Cc1ccc(NCc2nc3ccccc3n2C)cc1	-76	39	22	3	3	-5	1	12
Cc1cc(C(=O)OCC(=O)c2ccc3c(c2)NC(=O)CO3)c2ccccc2n1	-4	-35	-5	11	2	-1	-4	-4
Cc1ccc2c(c1)NC(=O)C(CC(=O)O)O2 (stereo not drawn)	16	2	3	-8	-4	3	-4	5
COCCC(=O)N1CCC(Oc2ccc(C(=O)N3CCCC(COC)C3)cc2)CC1 (stereo not drawn)	3	-5	7	-1	8	-2	1	-1
CCSc1ccccc1C(=O)Nc1ccc(S(=O)(=O)NC(C)=O)cc1	4	-15	7	-2	7	-1	-6	12
CCOc1ccc(/C=N/NC(=O)Cc2csc(Nc3cccc(C(F)(F)F)c3)n2)cc1	18	-1	22	17	3	0	1	1
CCCC(=O)Nc1nc(C)c(C(C)=O)s1	10	4	22	-3	0	2	-5	2
COc1ccc(O)c(/C=N/NC(=O)c2c(C)nnn2-c2nonc2N)c1	-28	-5	-5	-3	-6	1	6	-10

Assay outcomes: PubChem BioAssay, Sanford-Burnham Center for Chemical Genomics
